TSG101-PTAP inh: blocks PTAP/TSG101 interaction to inhibit HIV-1 budding; Potency, µM (series often up to 115 µM), for inactives: top-dose activity change, negative = inhibition, hits mostly inhibitors; Fluorescence polarization, FITC-PTAP peptide / Tsg101 binding; 340,000 tested, under 10 active; Q99816; active = well fitted inhibition curve with a large enough effect in the main read-out, with a control signal flat, not every such curve was filed as active; inconclusive = small, poorly fitted or top-dose-only effect, or effect the other way, or a change in a side signal; inactive = no such curve, though single readings can be large or run the other way; note: potency is the fitted concentration of half-maximal effect; % of control where 0% means no effect
Target sequence (Q99816 whole entry, looked up): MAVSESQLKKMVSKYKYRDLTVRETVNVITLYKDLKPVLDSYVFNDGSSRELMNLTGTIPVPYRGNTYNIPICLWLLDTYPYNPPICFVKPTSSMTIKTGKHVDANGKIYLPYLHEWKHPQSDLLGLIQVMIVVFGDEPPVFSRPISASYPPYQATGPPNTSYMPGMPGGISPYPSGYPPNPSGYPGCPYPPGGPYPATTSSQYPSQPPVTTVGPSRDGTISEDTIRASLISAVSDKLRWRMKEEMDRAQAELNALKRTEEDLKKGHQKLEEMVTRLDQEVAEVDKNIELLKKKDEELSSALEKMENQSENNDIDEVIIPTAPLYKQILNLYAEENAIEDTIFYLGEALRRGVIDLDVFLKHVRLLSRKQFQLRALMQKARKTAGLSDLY
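Compounds were pin-transferred onto Tsg101 binding domain (10 uM final) in HEPES pH 7.5 buffer, then FITC-PTAP peptide was added at 50 nM final. After 20 min at RT, polarization reported peptide displacement across a qHTS concentration series.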
Tb PFK block: inhibitors of T. brucei phosphofructokinase; O15648; T. brucei PFK, ADP-Glo luminescence; Potency, µM (doses to about 57.5 µM), for the others: at the highest dose activity, negative = inhibition, most hits filed as inhibitors; 330,000 compounds, 0.17% hits;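 note: potency is the fitted concentration of half-maximal effect; 0% = uninhibited 1x PFK enzyme wells and -100% = no-enzyme wells; nearly all actives have a fitted effect of over 60% in size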
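Compounds were pin-transferred as a titration series up to 57 uM into substrate buffer (0.5 mM F6P, 0.1 mM ATP, pH 8.0), then 1.25 nM PFK was added and reactions ran 45 min before ADP-Glo detection.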
USP2a block: USP2a (human) protease inhibition. USP2 core, Ub-CHOP2 coupled fluorogenic reporter, 485/531. Potency, µM (highest dose often 38.3 µM), for inactives: top-dose activity change, negative = inhibition, usual class: inhibitors. 330,000 compounds, 0.01% hits;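 note: potency is the fitted concentration of half-maximal effect; plate controls were DMSO wells for no effect and full inhibition by NEM control for full effect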
Target sequence (O75604 whole entry, looked up): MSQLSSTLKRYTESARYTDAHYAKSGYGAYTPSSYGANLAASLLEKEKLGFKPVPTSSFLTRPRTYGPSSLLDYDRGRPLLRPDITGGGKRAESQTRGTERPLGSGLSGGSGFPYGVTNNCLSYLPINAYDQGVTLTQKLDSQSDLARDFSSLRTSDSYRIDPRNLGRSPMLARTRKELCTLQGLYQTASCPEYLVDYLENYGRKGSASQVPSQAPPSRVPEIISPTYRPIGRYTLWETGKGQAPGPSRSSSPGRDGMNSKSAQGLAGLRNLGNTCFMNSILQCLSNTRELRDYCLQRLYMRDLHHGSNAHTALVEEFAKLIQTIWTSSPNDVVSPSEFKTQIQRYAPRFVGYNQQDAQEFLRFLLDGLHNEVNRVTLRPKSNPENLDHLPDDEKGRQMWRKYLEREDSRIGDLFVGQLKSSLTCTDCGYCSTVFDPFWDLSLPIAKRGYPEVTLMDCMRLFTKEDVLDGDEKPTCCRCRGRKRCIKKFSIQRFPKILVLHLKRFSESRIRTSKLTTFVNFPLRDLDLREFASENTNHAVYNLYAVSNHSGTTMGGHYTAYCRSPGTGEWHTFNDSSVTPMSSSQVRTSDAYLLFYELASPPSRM
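Deubiquitinase activity read as fluorescence (485/531 nm) after Ub-CHOP2 cleavage activates the enterokinase reporter on its substrate; USP2 core 10nM, Ub-CHOP2 and substrate 25nM each, 30min compound preincubation then 60min RT; data normalized to NEM, curves fitted.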
uPA generation: blocks generation of uPA at the cell surface | cell surface uPA generation assay, qHTS | Potency, µM (highest dose often 38.3 µM), inactives show top-dose activity change, negative = inhibition, most hits filed as inhibitors | 330,000 compounds, 0.31% hits; active = well fitted inhibition curve with a large enough effect; inconclusive = small, poorly fitted or top-dose-only effect; inactive = no such curve, though single readings can be large or run the other way; tested in mouse RAW 264.7 cells; note: potency is the fitted concentration of half-maximal effect; % is set by controls: 0 for no effect and ±100 for the full control effect; nearly all actives have a fitted effect of over 55% in size
Eya2 phos inh: blocks the phosphatase activity of human Eya2; O00167; recombinant Eya2, OMFP fluorescence dephosphorylation (OMFP is methylfluorescein phosphate); Potency, µM (titrated, usually from 76.9 µM), without a hit: at the highest dose activity, negative = inhibition, usual class: inhibitors; 330,000 compounds, 0.006% hits; note: potency is the fitted concentration of half-maximal effect; % is set by controls: 0 for no effect and ±100 for the full control effect
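Eya2 protein (added as 0.2 uM solution) was preincubated with compound for 10 min at ambient temperature in 50 mM HEPES pH 7.5, 50 mM NaCl, 5 uM MgCl2, 0.05% BSA, 1 mM DTT. OMFP (added at 50 uM) then reacted 10 min; fluorescence read at 485/525 nm.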
Mito fusion act: blocks mitochondrial division or promotes mitochondrial fusion. S. cerevisiae fusion-defective mutant growth rescue, CellTiterGlo 48 h. Potency, µM (top dose mostly 46.1 µM), without a hit: at the highest dose growth rescue (activation), actives largely listed as activators. 320,000 compounds, 0.23% hits. AID 485298;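 note: potency is the fitted concentration of half-maximal effect; % of control where 0% means no effect; nearly all actives have a fitted effect of over 45% in size; temperature-sensitive fusion mutants such as fzo1-1 at 37 °C on non-fermentable ethanol glycerol medium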
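Compounds are tested for their ability to restore growth of mitochondrial fusion-defective yeast strains at non-permissive 37C in YPEG medium over 48 hours. Viability is quantified by luciferase luminescence.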
Chronic BCR inh: inhibitors of chronic active B-cell receptor signaling. Potency, µM (highest dose often 46.1 µM), inactives show top-dose ratio change, negative = lower green/red ratio, most hits filed as inhibitors. ABC-DLBCL IkBa-CBG/CBR reporter, luminescence ratio, 4 h. 340,000 compounds, 0.05% hits. AID 493014; active = well fitted inhibition curve with a large enough effect in the signal ratio, with a control signal flat, not every such curve was filed as active; inconclusive = small, poorly fitted or top-dose-only effect, or effect the other way, or a change in a side signal; the % refers to the signal ratio;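 note: potency is the fitted concentration of half-maximal effect; plate controls were basal doxycycline-induced cells for no effect and cells given 10 µM MG132 for full effect; MG132 reads +100%, hits lower the ratio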
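Cell line TMD8 (human ABC DLBCL), stably expressing tet-inducible CBG68-IkBa fusion and CBR; IMDM/0.5% FBS; cpd up to 46 uM; dox induction, 4 h, 37C/5% CO2; dual luminescence; green/red ratio; MG132 control.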
ELG1 DNA repair: ELG1-dependent DNA repair inhibition. 330,000 compounds, 2.3% hits. Potency, µM (doses to about 46.1 µM), without a hit: at the top dose activity change, negative = inhibition, usual class: inhibitors. HEK293T ELG1-luciferase reporter, luminescence, 16 h; DNA damage induced by 5-fluorouridine; note: potency is the fitted concentration of half-maximal effect; % is set by controls: 0 for no effect and ±100 for the full control effect; nearly all actives have a fitted effect of over 55% in size
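Overnight (16 hr) co-exposure of 2,000 cells/well to 5-fluorouridine and compound at 37 °C preceded detection. Luciferase was quantified via ONE-Glo luminescence; loss of signal denotes inhibition.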
B2AR arrestin: recruits beta-arrestin to the human beta2-adrenergic receptor. Potency, µM (series often up to 46.1 µM), for the others: top-dose activation, hits mostly activators. P07550. 330,000 compounds, 0.02% hits. beta-arrestin recruitment to beta2AR, cell-based reporter. AID 492947;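 note: potency is the fitted concentration of half-maximal effect; 0% = DMSO controls and full agonism = EC100 isoproterenol or metaproterenol; nearly all actives have a fitted effect of over 65% in size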
TSHR antagonist: human thyrotropin receptor antagonism | P16473 | TSHR-expressing cells, TSH-stimulated cAMP HTRF, 2 h; active compounds read low | activity change, negative = inhibition, % at 11.5 µM | 330,000 compounds, 0.2% hits | AID 504810;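 active = activity change below a set negative limit, meaning inhibition stronger than a set level, cut at about -70% in these data; inconclusive = activity change between two set negative limits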; note: % is set by controls: 0 for no effect and ±100 for the full control effect
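TSHR-expressing cells were treated with compounds, then stimulated with TSH at EC80 (4nM final) for 2 hours at 37 deg C. Cellular cAMP was measured by HTRF competition between lysate cAMP and cAMP-d2 for a cryptate-labelled anti-cAMP antibody.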
TCR activator: T cell receptor activation. 330,000 tested, under 10 active. primary human leukocytes, anti-CD3, IL-2 HTRF, 48 h. Potency, µM (highest dose often 9.22 µM), inactives show at the highest dose activation of IL-2 secretion, actives largely listed as activators. AID 504894; note: % of control where 0% means no effect
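Readout: HTRF IL-2, Eu-cryptate/d2 antibody pair, 320nm excitation, 665nm emission. Stimulus: a-CD3 beads, no co-stimulation. Cells: primary human leukocytes. Exposure: 48 hr with compound.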
Starred values were filed as active, the others as inactive; ? = inconclusive; . = not tested or not shown; & = joins results of further samples; ! = not confirmed by another sample; [ ] = dose if it differs, or a comment. Unless noted, calls come from the whole dose curve; as a rule, active = well fitted curve in the direction sought with a large enough effect; inconclusive = small, poorly fitted or top-dose-only effect, or another doubt; inactive = no such curve, though single readings can be large; an effect the other way counts as inactive or inconclusive. Some of the compounds tested, so the mix of outcomes need not match the whole.

compound,TSG101-PTAP inh,Tb PFK block,USP2a block,uPA generation,Eya2 phos inh,Mito fusion act,Chronic BCR inh,ELG1 DNA repair,B2AR arrestin,TSHR antagonist,TCR activator
CCN(CC)c1ccc(CNCCc2ccc(F)cc2)cc1,-1%,-2%,0%,-6%,1%,11%,?,-21%,-0.2%,9,-3%
O=c1[nH]c(=O)n(C2CCCCCC2)c(O)c1C=NCCCN1CCOCC1,-3%,1%,2%,-1%,27%[15.4 µM],1%,0%,2%,-0.2%,-2,3%
COc1ccc2oc3c(c2c1)NC(=O)CN=C3c1ccccc1,-5%,2%,4%,0%,3%,10%,?,13%,0.0%,-23,1%
C[C@]12CCC3C(CC[C@H]4CC(O)CC[C@]34C)C1CC/C2=N/NC(=O)c1ccncc1 (stereo partly specified),-1%,0%,-1%,-2%,2%,-32%,0%,?,-1.5%,-5,14%
COc1cc(C)c(CN2CC=C(c3ccc(F)cc3)CC2)cc1C,-6%,0%,-4%,-2%,-7%,-3%,13%,-27%,0.4%,-7,.
O=C(c1cn(Cc2ccccc2F)c2ncccc12)C(F)(F)F,0%,1%,5%,2%,4%,2%,5%,-13%,-0.7%,-13,-6%
O=C1CCN(C(=O)C(Cl)Cl)N1,5%,-4%,1%,-10%,-10%,11%,5%,9%,0.1%,2,0%
O=C1NC(=O)C(=Cc2ccc(-c3ccc(F)cc3O)o2)C(=O)N1,.,?,2%,-10%,6%,3%,?,?,-0.8%,56,-6%
Cc1cc(C=O)c(C)n1C1CC1,0%,-4%,1%,-7%,3%,10%,2%,-5%,0.6%,-4,-2%
CCN(CC)C(=O)c1ccc2c(c1)C1C=CCC1C(C(=O)O)N2 (stereo unspecified),?,?,6%,4%,-8%,-3%,-2%,-14%,0.2%,-2,7%
O=C(O)COc1ccccc1,1%,-9%,-1%,1%,8%,-9%,5%,5%,-0.2%,12,-2%
Cc1c(N=Cc2c(O)n(C)c(=O)[nH]c2=O)c(=O)n(-c2ccccc2)n1C,-7%,-5%,-1%,0%,7%,-5%,0%,2%,-0.1%,-5,-3%

Entries above containing an aryl methoxy group, in the order listed:
compound,TSG101-PTAP inh,Tb PFK block,USP2a block,uPA generation,Eya2 phos inh,Mito fusion act,Chronic BCR inh,ELG1 DNA repair,B2AR arrestin,TSHR antagonist,TCR activator
COc1ccc2oc3c(c2c1)NC(=O)CN=C3c1ccccc1,-5%,2%,4%,0%,3%,10%,?,13%,0.0%,-23,1%
COc1cc(C)c(CN2CC=C(c3ccc(F)cc3)CC2)cc1C,-6%,0%,-4%,-2%,-7%,-3%,13%,-27%,0.4%,-7,.

Further entries:
compound,TSG101-PTAP inh,Tb PFK block,USP2a block,uPA generation,Eya2 phos inh,Mito fusion act,Chronic BCR inh,ELG1 DNA repair,B2AR arrestin,TSHR antagonist,TCR activator
CSc1ccccc1C(=O)C1CCCN(Cc2ccn[nH]2)C1 (stereo unspecified),0%,5%,0%,-17%,5%,-4%,2%,5%,-0.5%,2,4%
O=C(CCn1c(=O)oc2ccccc21)N1CCC2(CC1)OCCO2,4%,-1%,-5%,0%,8%,0%,1%,?,-0.7%,-4,-2%
CC(C)C(=O)c1cn(Cc2ccccc2C#N)c2ccccc12,1%,3%,2%,-1%,4%,19%,3%,?,-0.3%,-4,-31%
CCN1CCN(CC(=O)c2c(C)n(Cc3ccccc3)c3ccc(OC)cc23)CC1,-5%,1%,-1%,-4%,8%,-5%,1%,-3%,0.5%,-4,.
CCOc1ccccc1NC(=O)N1CCC2(CC1)OCCO2,-1%,-4%,-2%,13%,4%,-16%,4%,?,-0.3%,8,-2%[46.1 µM]
CC1CCCN(c2nc(N(C)c3ccccc3)nc(N)c2[N+](=O)[O-])C1 (stereo unspecified),2%,3%,0%,-1%,-12%,11%,?,-9%,0.5%,-2,-4%
O=C(COC(=O)Cc1ccccc1)Nc1cccnc1Cl,-5%,-7%,0%,5%,9%,5%,4%,14%,-1.6%,10,10%
O=C(Cc1ccccc1F)N1CCN(CC(=O)N2CCCC2)CC1,0%,5%,-1%,-1%,0%,.,3%,8%,-0.5%,-12,-5%
COc1cc2c(cc1O)C[C@H]1NCCc3cc4c(c-2c31)OCO4,-10%,-3%,2%,?,2%,-15%,3%,?,-1.1%,-17,8%
Cc1ccc(C2C(S(C)(=O)=O)=C(O)C(=O)N2c2ccccc2)cc1 (stereo unspecified) (tested in a mixture with another compound),-4%,-2%,-1%,3%,-9%,-1%,-5%,-12%,-0.2%,6,2%
C=C1C(=O)O[C@@H]2C[C@@H](C)[C@@H]3C4OC4C(=O)[C@@]3(C)[C@@H](O)[C@H]12 (stereo partly specified),0%,-5%,2%,96%[activator],3%,-64%[inhibitor],?,?,-1.0%,22,0%
C=CC1CN2CCC1CC2c1[nH]c2ccccc2c1CCO (stereo unspecified),-4%,3%,-1%,6%,1%,-1%,5%,-27%,-0.6%,8,0%[46.1 µM]
CC(=NCCCO)c1c(O)[nH]c(=O)[nH]c1=O,0%,-2%,3%,-3%,16%,0%,5%,17%,0.1%,-3,2%
O=c1[nH]c(=O)n(CCC2=CCCCC2)c(O)c1/C=N/N1CCOCC1,0%,-2%,0%,-8%,5%,5%,-2%,8%,-0.3%,-5,2%
C[C@H](N)CN1CCc2ccc(Br)cc21,1%,.,.,-12%,-9%,-42%[inhibitor],.,.,.,-18,3%
CN(C)C(=O)Oc1ccc(OCc2n(C)c3ccccc3[n+]2C)cc1,-3%,0%,4%,5%,6%,1%,-3%,-3%,-0.4%,1,0%[46.1 µM]
CC(=O)/C=C/c1ccccc1,-11%,-4%,1%,0%,8%,.,2%,?,-1.1%,-5,1%
O=c1[nH]cc(F)c(=O)[nH]1,-1%,-7%,-2%,?,-4%&1%,2.9µM*!,?,0%,-0.4%,-10&13,-1%
CC(C)Cc1nc(N2CCNCC2)c(C#N)c2c1CCC2,-2%,-2%,1%,1%,-12%,-6%,-4%,14%,0.4%,2,1%
COC1=C(C)C(=O)O[C@]12C(=O)C(C)=C1CCCCN3[C@H]([C@@H]4C[C@H](C)C(=O)O4)CC[C@]132,.,4%,0%,?,5%,1%,?,?,0.0%,-1,1%
CN1CCN2c3ccc(N)cc3CC3(C(=O)NC(=O)NC3=O)C2C1 (stereo unspecified),-5%,?,3%,-2%,2%,1%,4%,-4%,-0.7%,14,12%
COc1ccc(OC)c(CNCCc2ccc(OC)c(OC)c2)c1,-4%,-3%,1%,4%,9%,4%,1%,-8%,-1.0%,-3,-4%
Cc1cccc(OCC(=O)N2CCN(Cc3ccc4c(c3)OCO4)CC2)c1,-1%,-1%,0%,3%,12%,-1%,-1%,-8%,0.2%,-5,-6%
CCC(=NCCCn1ccnc1)c1c(O)n(-c2ccccc2)c(=O)[nH]c1=O,-1%,1%,-2%,0%,-8%,2%,?,10%,-0.4%,0,3%
CN(C)C(=O)Oc1cccc(NC(=O)c2ccccc2C(F)(F)F)c1,-5%,-6%,3%,-12%,2%,-1%,-4%,-4%,0.1%,19,-5%
C=CCn1cc(C=C2C(=O)N(C)C(=O)N(C)C2=O)c2ccccc21,-4%,1%,0%,4%,-29%,4%,2%,?,-0.1%,-1,-5%
C[C@]12CCC3C(CC[C@H]4C[C@@H](O)CC[C@]34C)C1C[C@H](Br)[C@@H]2O (stereo partly specified),.,0%,2%,.,-2%,.,?,?,0.0%,-13,.
O=Cc1c(NCc2ccc(Cl)cc2)c2ccccc2[nH]c1=O,-2%,?,0%,-17%,-4%,-2%,-3%,1%,-0.5%,7,-2%
CCN(CC)c1ccc(NC(=O)c2cccc(C)c2)cc1S(=O)(=O)Nc1ccccc1OC,-3%,-14%,-6%,8%,-9%,9%,-2%,?,-0.9%,-6,-2%

Screening data (PubChem BioAssay)
